Source: PubChem
RMI FANCM FP = RMI-FANCM interaction inhibition. Fluorescence polarization, RMI core complex with F-MM2 peptide; hits give low values. FP signal (polarization) at 33 µM. hit rate 0.58% among 70,000. AID 1159607; in the data active = FP signal below about 40; also: inactives centre near 61; strong numbers were not always called active; unit not given here
* hit, by the source's call. An excerpt. The share of hits here may be higher or lower than overall.

SMILES | RMI FANCM FP
O=S(=O)(Nc1ccc2ccccc2n1)c1cccs1 | 59
CC(C)c1n[nH]c(=O)c2c1cnn2C(C)(C)C | 68
O=C(/C=C/C(=O)Nc1ccccc1C(F)(F)F)Nc1ccccc1C(F)(F)F | 58
CCOC(=O)c1cnc2sc(C)nn2c1=O | 65
CN(c1ccccc1)S(=O)(=O)c1c(-c2ccccc2)csc1C(=O)NCc1ccc(Cl)cc1 | 70
Nc1c(C(=O)N2CCCC2)sc(=S)n1CC1CCCO1 (centres undefined) | 62
COC(=O)Cn1c(=NC(=O)c2ccc3ncsc3c2)sc2cc(NC(C)=O)ccc21 | 62
Cc1ccc(-n2c(C)cc(C(=O)CSc3nc4sc5c(c4c(=O)n3-c3ccccc3)CCC(C)C5)c2C)cc1C (centres undefined) | 76
Cc1cccc(CSc2nccn3nc(-c4ccc(F)cc4)cc23)c1 | 70
Cc1nnc(C2CCCN(C(=O)COc3ccccc3)C2)s1 (centres undefined) | 61
Cc1nc(N)nc(N(C)C)n1 | 55
CCCOc1ccc(C2C([N+](=O)[O-])=C(C)N(C)C(=O)N2C)cc1OC (centres undefined) | 58
O=C(Cc1csc2nc(-c3ccc(F)cc3)cn12)NCCN1CCOCC1 | 63
Cc1cc(C)c2c(n1)sc1c(=O)n(CC(=O)Nc3ccc(F)cc3Cl)cnc12 | 131
COc1ccc(C(C)=O)cc1COc1cc(C)nc2ccc(Cl)cc12 | 49
O=C1c2cc(Cl)c(Cl)cc2C(=O)N1c1ccc(Oc2ccccc2)cc1 | 64
COc1ccc(C(=O)CSc2nnc(CCc3c(C)[nH]c(=O)n(C)c3=O)o2)cc1OC | 63
COc1ccc(-c2ccnc(SCC(=O)NC3Cc4ccccc4C3)n2)cc1 | 59
Cc1ccc(C)c(CS(=O)(=O)O)c1 | 69
COC(=O)C(=O)CC(=O)c1cccs1 | 59
O=C(/C(=N/N=C\c1ccc2c(c1)OCO2)c1ccccc1)c1ccccc1 | 54
Cc1ccc(S(=O)(=O)N2CCN(CC(=O)Nc3cc(-c4ccccc4)sc3C(N)=O)CC2)cc1 | 56
CN(C(=O)N1CCN(c2ccccc2)CC1)c1ccccc1 | 62
O=C(Oc1ccccc1C(=O)O)c1ccccc1O | 54
COc1cc(/C=C(\C#N)C(N)=O)cc(Br)c1O | 115

(list continues)
SMILES | RMI FANCM FP
Cc1oc(-c2ccc(Cl)cc2[N+](=O)[O-])cc1C(=O)Nc1cccc(F)c1 | 47
COc1ccc(N2CCN(C(=O)c3ccc(Cl)cc3Cl)CC2)nn1 | 62
CC(C)c1cccc2sc(NC(=O)c3ccc(-c4ccccc4)cc3)nc12 | 115
CC(c1ccccc1)n1c(SCC(=O)c2ccc3c(c2)OCCO3)n[nH]c1=O (centres undefined) | 54
CC(C)(C)C(=O)Nc1ccc(C(=O)NCCNS(=O)(=O)c2ccc(Cl)cc2)cc1 | 63
Cc1cc(NC(=O)CSc2nc3sc4c(c3c(=O)n2-c2ccccc2)CCCC4)no1 | 122
O=[N+]([O-])c1ccc(O)c(C2N(c3ccccc3)CCN2c2ccccc2)c1 | 60
O=C(CN1CCCc2ccccc21)N/N=C\C=C/c1ccccc1 | 67
CNc1cc(NS(=O)(=O)c2ccc(N)cc2)nc(NC)n1 | 56
Fc1ccc(C2c3nc[nH]c3CCN2C(=S)Nc2ccccc2Cl)cc1 (centres undefined) | 60
CC(C)(C)OC(=O)N1CCN(S(=O)(=O)c2ccc(Cl)cc2)CC1 | 62
COc1ccc(S(=O)(=O)CC(=O)Nc2cc(C)on2)cc1 | 54
O=C(N/N=C\c1ccc([N+](=O)[O-])s1)c1nc(-c2ccc([N+](=O)[O-])o2)no1 | 56
COC(=O)c1cccc(NC(=O)CNC(=O)C2CCCCC2)c1 | 64
CN1CCc2cc(C(CNC(=O)Nc3ccccc3)N3CCCCC3)ccc21 (centres undefined) | 68
Cc1ccc(Cl)cc1NC(=O)C(=O)NCCCc1ccc(N(C)C)cc1 | 71
O=C1C(c2ccncc2)=C(O)c2ccccc21 | 54
CC1(C)c2ccccc2-n2c1cc1oc(=O)cc(O)c1c2=O | 65
CSc1ccc(Cc2nnc(NC(=O)c3cc(C)oc3C)o2)cc1 | 64
O=C(Cn1cnc(-c2ccccc2)cc1=O)NCc1cccnc1 | 70
O=C(O)c1ccc(Cn2ccnc2)cc1 | 66
O=C1OC(c2ccc(Cl)cc2)Sc2ccccc21 (centres undefined) | 59
O=C(c1ccco1)N1CCN(Cc2nc(-c3ccc(F)cc3)cs2)CC1 | 63
O=C(NCCCn1ccnc1)C(=O)c1cn(CC(=O)N2CCOCC2)c2ccccc12 | 58
CC1=C(C(=O)Nc2cccnc2)C(c2cccs2)n2nc(SCc3ccccc3Cl)nc2N1 (centres undefined) | 98

(cont.)
SMILES | RMI FANCM FP
Cc1cc(-c2ccc(NC(=O)CCSc3ccccc3)c(C)c2)ccc1NC(=O)CCSc1ccccc1 | 59
CCOC(=O)c1cn(Cc2ccccc2F)c2ccc(F)cc2c1=O | 63
CSc1ccc(NC(=O)c2ccccc2C(F)(F)F)nn1 | 64
COc1ccccc1Cn1c(SC)nc2c(-c3ccccc3)c[nH]c2c1=O | 78
Cc1ccc(Cc2nnc(NC(=O)c3cc(Cl)ccc3Cl)o2)cc1 | 62
N#CCCSc1ccccc1NC(=O)c1cc2cc([N+](=O)[O-])ccc2s1 | 59
COc1ccc(-n2nnnc2-c2cn[nH]c2C)cc1 | 53
Nc1nc(Cl)nc(NCc2ccccc2)c1[N+](=O)[O-] | 59
O=C(N/C=C/c1ccco1)Nc1ccc(F)cc1 | 52
Cc1cc(C)c2c(n1)sc1c(Sc3nnc(-c4cccs4)o3)ncnc12 | 56
O=C(Nc1ccc(-c2nc3ccccc3o2)cc1)c1cccc(N2C(=O)CCC2=O)c1 | 128
O=S(=O)(NCC1CN(Cc2ccccc2)CN(Cc2ccccc2)C1)c1ccc(Cl)cc1 | 61
COc1ccc(CCS(=O)(=O)NCC2CCN(Cc3ccco3)CC2)cc1 | 66
CCN1C(=O)c2cc(NC(=O)c3ccccc3Br)ccc2Oc2ccccc21 | 56
O=C(NCC1CCN(Cc2ccco2)CC1)C1CC1 | 69
COc1ccc(OC)c(-c2csc(NC(=O)c3cc(C)n(C)n3)n2)c1 | 57
COC(CNS(=O)(=O)c1ccc(NC(C)=O)cc1)OC | 58
N#Cc1ccc(CNC(=S)Nc2ccc(Cl)c(Cl)c2)cc1 | 62
O=[N+]([O-])c1ccc(NC2CCCCC2)c([N+](=O)[O-])c1 | 58
CC(C)N1CCC(CNC(=O)C(=O)Nc2ccon2)CC1 | 65
CCOc1cccc(N(CCCN2C(=O)c3cccc4cccc(c34)C2=O)C(=O)c2ccc(S(=O)(=O)N(CC)CC)cc2)c1 | 59
COc1ccc(NS(=O)(=O)c2ccc(NC(C)=O)cc2)cc1 | 55
O=C(COc1ccc(F)cc1)Nc1nc(CN2CCc3ccccc3C2)cs1 | 69
CCOc1cccc2sc(N(Cc3cccnc3)C(=O)Cc3ccc(F)cc3)nc12 | 83
Cc1noc(NS(=O)(=O)c2ccc(NC(=O)COc3cccc4c3OC(C)(C)C4)cc2)c1C | 55

Going on with the list:
SMILES | RMI FANCM FP
Cn1cnc([N+](=O)[O-])c1N1CCOCC1 | 52
Cc1cccc(Nc2nnc(Cc3ccc(F)cc3)c(=O)[nH]2)c1 | 56
CCCCCCNC(=O)/C=C/C(=O)O | 59
NNC(=O)CNC(=O)c1cc(Cl)ccc1Cl | 58
COc1ccc(CCNC(=O)COc2cccc3c2CCN(Cc2ccc(Br)cc2)C3=O)cc1OC | 62
Cc1ccc(NC(=O)c2cc(Cl)ccc2Cl)cc1N1CCCCC1=O | 66
O=C(CSc1ccc(NC(=O)c2cccs2)nn1)NC1CCCC1 | 67
COc1cc(NS(=O)(=O)c2ccc(N3C(=O)c4ccccc4C3=O)cc2)nc(OC)n1 | 61
Clc1ccc(C2=C(c3ccccc3)SC3=NCCN32)cc1 | 53
CSc1ccc(-c2noc(-c3sccc3S(=O)(=O)N(C)c3ccc(Cl)cc3)n2)cc1 | 62
COC(=O)c1ccc2c(=O)n(CCC(=O)N3CCC(Cc4ccccc4)CC3)c(=S)[nH]c2c1 | 60
O=C(c1ccc(Oc2cc(Cl)cc(Cl)c2)o1)N1CCN(C2c3ccccc3-c3ccccc32)CC1 | 57
CCOCCCn1c(=N)c(C(=O)NC2CCCCC2)cc2c(=O)n3cccc(C)c3nc21 | 54
CCOc1ccc(-c2cc(=O)n(CC(=O)N3CCc4ccccc4C3)cn2)cc1 | 75
CCOC(=O)c1ccccc1NC(=O)CSc1n[nH]c(=O)c2cc(-c3ccc(F)cc3)nn12 | 122
CCOc1ccc2nc(Nc3nc4ccc(NC(C)=O)cc4s3)sc2c1 | 76
COCCNc1ncnc2c1c(-c1ccccc1)cn2-c1ccc(C)c(Cl)c1 | 57
O=C1S/C(=C\c2ccccc2[N+](=O)[O-])C(=O)N1c1ccc(F)cc1 | 64
O=C(Nc1ccccc1Oc1ccccc1)c1ccccc1Cl | 55
Cn1c(SCC(=O)NN2CC(=O)N(c3cccc(Cl)c3)CC2=O)nnc1-c1ccncc1 | 63
O=C(OCc1ccco1)c1cc2ccccc2oc1=O | 57
O=C1C(=O)N(Cc2ccc(OCc3ccccc3)cc2)c2ccccc21 | 59
COc1coc(C(=O)Nc2ccc(F)cc2)cc1=O | 55
COC(=O)Cc1c(C)nc(SCC(=O)Nc2ccccc2)[nH]c1=O | 54
CC(C)(C)c1csc(CN2CCN(C(=O)c3ccc(F)c(F)c3)CC2)n1 | 59

By substructure, the entries above containing two or more sulfur atoms.
SMILES | RMI FANCM FP
O=S(=O)(Nc1ccc2ccccc2n1)c1cccs1 | 59
CN(c1ccccc1)S(=O)(=O)c1c(-c2ccccc2)csc1C(=O)NCc1ccc(Cl)cc1 | 70
Nc1c(C(=O)N2CCCC2)sc(=S)n1CC1CCCO1 (centres undefined) | 62
COC(=O)Cn1c(=NC(=O)c2ccc3ncsc3c2)sc2cc(NC(C)=O)ccc21 | 62
Cc1ccc(-n2c(C)cc(C(=O)CSc3nc4sc5c(c4c(=O)n3-c3ccccc3)CCC(C)C5)c2C)cc1C (centres undefined) | 76
Cc1ccc(S(=O)(=O)N2CCN(CC(=O)Nc3cc(-c4ccccc4)sc3C(N)=O)CC2)cc1 | 56
Cc1cc(NC(=O)CSc2nc3sc4c(c3c(=O)n2-c2ccccc2)CCCC4)no1 | 122
CC1=C(C(=O)Nc2cccnc2)C(c2cccs2)n2nc(SCc3ccccc3Cl)nc2N1 (centres undefined) | 98
Cc1cc(-c2ccc(NC(=O)CCSc3ccccc3)c(C)c2)ccc1NC(=O)CCSc1ccccc1 | 59
N#CCCSc1ccccc1NC(=O)c1cc2cc([N+](=O)[O-])ccc2s1 | 59
Cc1cc(C)c2c(n1)sc1c(Sc3nnc(-c4cccs4)o3)ncnc12 | 56
O=C(CSc1ccc(NC(=O)c2cccs2)nn1)NC1CCCC1 | 67
CSc1ccc(-c2noc(-c3sccc3S(=O)(=O)N(C)c3ccc(Cl)cc3)n2)cc1 | 62
CCOc1ccc2nc(Nc3nc4ccc(NC(C)=O)cc4s3)sc2c1 | 76

The list continues:
SMILES | RMI FANCM FP
ClC12CC3C4CC(Cl)(O1)C1C4CC3C12 (centres undefined) | 62
Cc1ccc(C)c(S(=O)(=O)n2cnc3ccccc32)c1 | 60
CCOC(=O)N1CCN(C(=O)CSc2ccc(-c3ccncc3)nn2)CC1 | 57
O=S(=O)(NC1Cc2ccccc2C1)c1ccc(Cl)s1 | 64
O=C(NCCN1CCN(S(=O)(=O)c2ccccc2)CC1)c1cccc(F)c1 | 65
O=C(Nc1cc(Cl)cc(Cl)c1)c1ccc(Cl)s1 | 70
CCOc1ccc2nc(NCc3cccnc3)sc2c1 | 65
CCOc1ccc(NS(=O)(=O)c2cc(C(=O)NCc3ccccc3)n[nH]2)cc1 | 64
CN(C)CCCN(C(=O)c1ccc(Br)cc1)c1nc2ccc(Cl)cc2s1 | 87
CCOc1cc(C(=O)N2CCN=C2SC)cc(OCC)c1OCC | 62
CCOC(=O)c1ccc2c(c1)sc(=NC(=O)C(C)(C)C)n2C | 63
C#CCSc1nc(=O)n2cccc(C)c2n1 | 53
Clc1ccccc1-c1nc(-c2ccc3nonc3c2)no1 | 58
O=C1NCCOc2ccc(NC(=O)C34CC5CC(CC(C5)C3)C4)cc21 | 65
O=S(=O)(c1c(Cl)cccc1Cl)N1CCN(c2ccccc2F)CC1 | 57
O=C(CCc1csc(NC(=O)NC2CCCCC2)n1)NCc1ccccn1 | 62
COc1ccc(S(=O)(=O)C(CNC(=O)c2ccccc2C(F)(F)F)c2cccs2)cc1 (centres undefined) | 61
CC(=CCC1=C(C)C(=O)c2ccccc2C1=O)CCCC(C)CCCC(C)CCCC(C)C (centres undefined) | 62
Cc1ccc(NC(=O)Cn2nc3c(=O)n(-c4ccc(Br)cc4)ccn3c2=O)cc1C | 66
COc1ccccc1CCNC(=O)Cc1cc(=O)[nH]c(SCc2ccccc2)n1 | 60
CCOc1cccc2sc(NC(=O)Cc3ccc(OC)c(OC)c3)nc12 | 67
O=C(Nc1ccccc1)ONC=NC1=C(c2ccccc2)C(=O)c2ccccc21 | 53
Cc1ccc(-n2nc3c(c2NC(=O)c2ccc(N4C(=O)CCC4=O)cc2)CSC3)cc1 | 61
c1cnc2c(Oc3ncnc4sc5c(c34)CCC5)cccc2c1 | 73
O=C(c1nc2ccccc2s1)N(Cc1cccnc1)c1nc2cc3c(cc2s1)OCO3 | 228

(list continues)
SMILES | RMI FANCM FP
Cc1nnsc1C(=O)Oc1ccc(-c2n[nH]nc2C#N)cc1 | 57
COc1cc(C(=O)NCCn2nc(-c3ccc(F)cc3)ccc2=O)c([N+](=O)[O-])cc1OC | 70
COc1cccc(S(=O)(=O)N2CCC(Cc3ccccc3)CC2)c1 | 55
Cn1c(=O)n(CC(=O)c2ccccc2)c(=O)c2c(N3CCN(C(=O)C4CC4)CC3)ccnc21 | 67
O=C(Nc1ccc(Cl)c2ncsc12)c1ccc(S(=O)(=O)N2CCOCC2)cc1 | 54
Cc1ccc2nc(Nc3ccc(C(=O)Nc4ccccc4C)cc3)nc(-c3ccccc3)c2c1 | 75
COc1ccc(N2CCN(CCNC(=O)COc3ccc(F)cc3)CC2)cc1 | 62
COc1cccc(OCC(=O)NCCCS(=O)(=O)N2CCN(c3ccccn3)CC2)c1 | 59
